bovine MsrA act: activates bovine MsrA enzyme | purified bovine MsrA, absorbance read-out | activation, % at 10.6 µM | 0.3% of 360,000 active | AID 602163; in the data active means activation above about 7.5%;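 further: 0% = vehicle and 100% = reference activator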
MsrA inh: bovine MsrA inhibition. purified bovine MsrA, absorbance read-out. inhibition, % at 15.5 µM. 0.75% of 360,000 active. AID 651718; in the data active means inhibition above about 4.5%;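 further: 0% = vehicle wells with enzyme and 100% = reference inhibitor wells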
eLon inh: E. coli protease La inhibition | inhibition, % at 7.94 µM | 0.42% of 360,000 active | purified E. coli Lon protease, fluorescence polarization | AID 602123; in the data active means inhibition above about 13%, passing the limit was not always enough;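 further: 0% = enzyme with probe and DMSO and 100% = no enzyme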
Target sequence (P0A9M0 whole entry, looked up): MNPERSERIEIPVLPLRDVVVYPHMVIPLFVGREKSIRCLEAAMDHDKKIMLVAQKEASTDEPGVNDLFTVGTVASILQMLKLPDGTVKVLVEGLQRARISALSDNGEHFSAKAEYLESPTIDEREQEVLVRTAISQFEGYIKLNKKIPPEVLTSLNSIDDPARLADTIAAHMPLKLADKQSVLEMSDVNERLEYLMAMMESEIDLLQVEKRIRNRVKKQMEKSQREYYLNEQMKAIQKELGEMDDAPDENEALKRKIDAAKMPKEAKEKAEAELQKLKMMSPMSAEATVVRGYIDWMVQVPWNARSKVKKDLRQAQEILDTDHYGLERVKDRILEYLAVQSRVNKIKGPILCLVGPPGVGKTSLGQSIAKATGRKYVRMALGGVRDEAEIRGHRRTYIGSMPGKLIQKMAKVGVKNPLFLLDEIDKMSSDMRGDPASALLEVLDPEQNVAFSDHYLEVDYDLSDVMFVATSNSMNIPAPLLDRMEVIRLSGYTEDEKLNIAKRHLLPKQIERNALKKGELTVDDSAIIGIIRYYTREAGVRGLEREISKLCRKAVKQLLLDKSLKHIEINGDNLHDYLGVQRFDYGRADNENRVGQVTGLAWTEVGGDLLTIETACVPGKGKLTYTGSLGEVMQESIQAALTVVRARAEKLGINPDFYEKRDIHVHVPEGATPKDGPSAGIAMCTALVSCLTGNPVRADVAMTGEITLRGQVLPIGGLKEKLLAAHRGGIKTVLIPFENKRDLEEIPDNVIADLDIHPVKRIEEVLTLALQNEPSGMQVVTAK
PABP1 MLLE inh: inhibitors of microRNA-mediated deadenylation, human PABP1 MLLE binding | 0.36% of 360,000 active | inhibition, % at 20 µM | GST-MLLE / FITC-PAM2 fluorescence polarization | AID 588489; in the data active means inhibition above about 35%, passing the limit was not always enough;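 further: plate controls were DMSO wells with GST-MLLE for no effect and wells lacking GST-MLLE protein for full effect; some results filed as inactive read as strong as hits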
Rin1 Abl inh: inhibitors of human Rin1-Abl protein interaction; P00519+Q13671; TR-FRET Rin1/Abl binding, biochemical; inhibition, % at 7.35 µM; 0.4% of 360,000 active; AID 588664; in the data active means inhibition above about 5%, passing the limit was not always enough
FAS-TE inh: inhibitors of human fatty acid synthase thioesterase domain | inhibition, % at 15 µM | 0.67% of 360,000 active | recombinant FAS-TE, OMFH fluorogenic substrate, fluorescence endpoint;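 active means compounds whose normalised, plate-corrected inhibition of enzyme fluorescence in the single-dose primary screen is 50% or more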;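 further: 0% = DMSO with enzyme and 100% = substrate without enzyme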
MT1-MMP act inh: inhibitors of human MT1-MMP activation | P50281 | HT1080 RFP-PRO-GFP cells, GFP/RFP ratio fluorescence, overnight; percent of plate control window, DMSO zero | GFP/RFP ratio change, % at 20 µM | 0.061% of 360,000 active;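 active means GFP/RFP ratio change of at least 30% with cell ATP level not reduced by more than half and red fluorescence within 50% of control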; further: strong numbers were not always called active
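Read-out: GFP/RFP fluorescence ratio; Test system: RFP-PRO-GFP reporter HT1080 cells; Compound dosing: single-point 20 µM compound, 1% DMSO; Times: overnight compound exposure at 37 °C.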
Rpn11 block: inhibitors of human proteasome Rpn11. calls only at 20 µM. 0.59% of 360,000 active. human 26S proteasome, Ub4-pepOG fluorescence polarization; 20S core pre-blocked with epoxomicin. AID 588493;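 active means inhibition at 20 µM, scaled to each plate's controls, above about 33%, limit read from the data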
Target sequence (O00487 whole entry, looked up): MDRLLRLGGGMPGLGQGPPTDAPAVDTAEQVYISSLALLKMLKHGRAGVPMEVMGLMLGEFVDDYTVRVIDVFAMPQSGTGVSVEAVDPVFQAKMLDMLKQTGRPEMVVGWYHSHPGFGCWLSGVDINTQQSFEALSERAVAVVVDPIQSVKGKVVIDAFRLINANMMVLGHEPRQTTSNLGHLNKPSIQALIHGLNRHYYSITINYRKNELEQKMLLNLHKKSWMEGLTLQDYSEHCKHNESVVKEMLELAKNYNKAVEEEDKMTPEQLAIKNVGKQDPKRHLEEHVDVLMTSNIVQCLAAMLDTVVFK
CSN inh: CSN deneddylation inhibition. Q92905. inhibition, % at 12.5 µM. Purified CSN, SCF-Nedd8-OG deneddylation, fluorescence polarization. 0.38% of 360,000 active;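 active means pattern-corrected inhibition above about 35%, with an unprinted fluorescence ratio check between 0.5 and 1.5, limit read from the data, passing the limit was not always enough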;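 further: 0% = enzyme with substrate and 100% = substrate without enzyme; some results filed as inactive read as strong as hits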
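Detection – fluorescence polarization · System – HEK293T-derived human Csn5 enzyme · Controls – substrate-only high control, full reaction low control · Timing – 90 min, room temperature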
An asterisk follows results filed as active; i = inactive; x = no result given.

(1) Cc1cc(C)c2c(N)c(C(=O)NN3CC(=O)N(c4ccccc4)CC3=O)sc2n1
(2) Cc1ccc(S(=O)(=O)N2C[C@@H]3[C@H]4CC[C@H](C4)[C@@H]3[C@@H](C)C2CC(=O)c2ccccc2)cc1 (stereo not given in full)
(3) CC(C)S(=O)(=O)c1cnc(N2CCOCC2)nc1N
(4) CCc1nnc(NC(=O)OCc2ccccc2)s1
(5) Cc1cc(S(=O)(=O)N2CCCC2)ccc1OCC(=O)N1CCCCC1
(6) CC(C)(CCl)C(=O)Nc1ccc(OC(F)(F)F)cc1
(7) C[N+](C)(C)CCCN1C(=O)CCCC1=O
(8) CN1CCN(Cc2c(O)ccc3c(=O)c(Oc4ccccc4Cl)c(C(F)(F)F)oc23)CC1
(9) COc1ccc(C)cc1S(=O)(=O)N(C)CC(=O)NCc1ccncc1
(10) CC(=O)Nc1ccc(NC(=O)COC(=O)C2c3ccccc3Oc3ccccc32)cc1

compound no. | 1 | 2 | 3 | 4 | 5 | 6 | 7 | 8 | 9 | 10
bovine MsrA act | -2 | -3 | -3 | -3 | 1 | -3 | -5 | 0 | -9 | -3
MsrA inh | 0.9 | 1.6 | 2.0 | 0.0 | -0.5 | 0.3 | 0.8 | 1.5 | 1.7 | 0.1
eLon inh | -2 | -7 | -4 | -1 | 3 | -10 | -1 | 4 | 9 | 3
PABP1 MLLE inh | -4 | -34 | -11 | 1 | 3 | -1 | -137 | 7 | 3 | -5
Rin1 Abl inh | -1 | -3 | 2 | 0 | -4 | -1 | 0 | 0 | 2 | -3
FAS-TE inh | -1 | 11 | 0 | -3 | -1 | 0 | -5 | 0 | -4 | -1
MT1-MMP act inh | -1 | -4 | -2 | 10 | 2 | 4 | 4 | -2 | -1 | 3
Rpn11 block | i | i | i | i | i | i | i | i | i | i
CSN inh | -3 | -4 | 2 | 4 | -1 | 1 | -1 | -5 | 1 | 2

Some of these compounds in order of the bovine MsrA act value, ascending:
#	compound	bovine MsrA act
9	COc1ccc(C)cc1S(=O)(=O)N(C)CC(=O)NCc1ccncc1	-9
3	CC(C)S(=O)(=O)c1cnc(N2CCOCC2)nc1N	-3
1	Cc1cc(C)c2c(N)c(C(=O)NN3CC(=O)N(c4ccccc4)CC3=O)sc2n1	-2

Single records, as listed above.
CC(=O)Nc1ccc(NC(=O)COC(=O)C2c3ccccc3Oc3ccccc32)cc1 is entered as bovine MsrA act = -3; MsrA inh = 0.1; eLon inh = 3; PABP1 MLLE inh = -5; Rin1 Abl inh = -3; FAS-TE inh = -1; MT1-MMP act inh = 3; Rpn11 block = i; CSN inh = 2
C[N+](C)(C)CCCN1C(=O)CCCC1=O is entered as bovine MsrA act = -5; MsrA inh = 0.8; eLon inh = -1; PABP1 MLLE inh = -137; Rin1 Abl inh = 0; FAS-TE inh = -5; MT1-MMP act inh = 4; Rpn11 block = i; CSN inh = -1

Further entries.
(11) Cc1cn(-c2cccnc2)c(C)c1CNC[C@H]1O[C@@H](n2cnc3c(N)ncnc32)[C@H](O)[C@@H]1O
(12) COc1ccc(Br)cc1/C=N/NS(=O)(=O)c1ccccc1
(13) C=C(C)C1CC=C(C)/C(=N/NC(=O)CNc2ccc(OCC)cc2)C1 (stereo not given)
(14) CC(=O)Nc1ccc(NC(=O)CSc2ccc(-c3cccs3)nn2)cc1
(15) CCc1sc(C(=O)Nc2cc(Cl)ccc2N2CCCCC2)cc1C
(16) Cc1ccc(NC(=S)NC(NC(=O)C(C)(C)C)C(Cl)(Cl)Cl)c(C)c1 (stereo not given)
(17) Cc1cccc(OCC(=O)Nc2ccc3c(c2)nc(CCN2CCN(C)CC2)n3C)c1
(18) CCOc1ccccc1C(=O)NCC(=O)NCc1ccc(S(=O)(=O)N2CCOCC2)cc1
(19) Cc1nn(CC(=O)N(C)C2CCC(C)CC2)c(C)c1S(=O)(=O)N(C)C (stereo not given)
(20) CCCCn1nnnc1C1(C)CCC(=O)N1CCc1ccc(OC)c(OC)c1 (stereo not given)

compound no. | 11 | 12 | 13 | 14 | 15 | 16 | 17 | 18 | 19 | 20
bovine MsrA act | -1 | 0 | 0 | -4 | -11 | -6 | 0 | -2 | -4 | -2
MsrA inh | 0.9 | 1.4 | x | -0.6 | -0.7 | -0.5 | -1.3 | -0.1 | -0.4 | -0.5
eLon inh | 2 | 7 | -6 | -3 | -4 | -20 | 0 | -1 | -5 | -1
PABP1 MLLE inh | 1 | -17 | 3 | 3 | 6 | 14 | 15 | 2 | -38 | x
Rin1 Abl inh | -1 | -2 | -1 | 0 | 0 | 1 | 3 | 1 | 0 | x
FAS-TE inh | -8 | 3 | -3 | -4 | 14 | 3 | -4 | -9 | -6 | -16
MT1-MMP act inh | -5 | 2 | -4 | -4 | -5 | -1 | 3 | -2 | 6 | 4
Rpn11 block | i | i | i | i | i | i | i | i | i | x
CSN inh | 1 | -3 | 1 | -1 | -3 | 3 | 1 | -2 | -3 | -8

(21) CC(=O)Nc1ccc(S(=O)(=O)N(C)CC(=O)NC2=NCCS2)cc1
(22) COc1ccc(/C(N)=N/OC(=O)Cc2ccc(C)cc2)cc1
(23) COc1cc(NC(=O)CCNS(=O)(=O)c2cc(Br)cnc2N)cc(OC)c1
(24) C[C@]12CCC3c4ccc(OCC(=O)O)cc4CCC3C1CCC2=O (stereo not given in full)
(25) C#CCn1cc(/C=N/Nc2nc3ccccc3[nH]2)c2ccccc21
(26) Cn1nc([N+](=O)[O-])nc1S(C)(=O)=O
(27) CC1=NN(c2nc(-c3ccc(Cl)cc3)cs2)C(=O)C1
(28) O=C(NCc1ccco1)c1cc(-c2ccncc2)nc2ccccc12
(29) CS(=O)(=O)N(CC(=O)N1CCN(Cc2ccccc2)CC1)C1CCCCC1
(30) CCNC(=S)N1CCN(c2cccc(C(F)(F)F)c2)CC1

compound no. | 21 | 22 | 23 | 24 | 25 | 26 | 27 | 28 | 29 | 30
bovine MsrA act | -2 | 0 | -2 | -3 | 2 | 2 | -4 | -3 | 1 | -1
MsrA inh | -0.3 | -0.1 | 1.1 | 0.3 | 0.6 | -0.9 | 0.1 | 1.7 | -0.3 | -0.3
eLon inh | -4 | -2 | 4 | 18 | -6 | -6 | 0 | 4 | 7 | 0
PABP1 MLLE inh | 8 | 4 | 6 | -5 | -70 | 27 | 16 | 2 | 9 | -146
Rin1 Abl inh | -3 | 0 | -2 | 2 | -1 | 3 | 3 | -1 | 1 | 1
FAS-TE inh | -13 | 12 | -2 | -6 | -31 | 1 | -3 | 0 | -3 | 1
MT1-MMP act inh | 2 | -2 | 2 | 7 | 12 | -1 | 5 | 2 | 7 | -3
Rpn11 block | i | i | i | i | i | i | i | i | i | i
CSN inh | -7 | 7 | -5 | -1 | -3 | 8 | -2 | 4 | -8 | -20

(31) CCOc1ccccc1N1C(=O)CC(Nc2ccc(N3CCOCC3)cc2)C1=O (stereo not given)
(32) COc1cc(C(F)(F)F)nc2ccc(C#CCOC(=O)Nc3ccccc3)cc12
(33) Cc1nn(CC(=O)N2CCC(C)CC2)c(=O)c2cccn12
(34) O=C(Nc1ccc(C(=O)N2CCC(N3CCCC3)CC2)cc1)c1ccc(Br)o1
(35) O=C(Cc1cccs1)NCCc1cn2ccccc2n1
(36) O=C(CSc1ccc(-c2ccccn2)nn1)NC1CCCCC1
(37) CCC(Oc1ccccc1)C(=O)Nc1ccccc1N1CCCC1 (stereo not given)
(38) Cc1cc(C(=O)OCC(=O)N2CCC(C)CC2)c2ccccc2n1
(39) COc1ccc(NC(=O)NCc2ccc3c(c2)OCO3)cc1OC
(40) CC(C)NC(=O)N(C)C[C@@H]1Oc2cc(Br)ccc2S(=O)(=O)N([C@@H](C)CO)C[C@H]1C

compound no. | 31 | 32 | 33 | 34 | 35 | 36 | 37 | 38 | 39 | 40
bovine MsrA act | -2 | -6 | -6 | -1 | 0 | -3 | 2 | -2 | -3 | 0
MsrA inh | 1.0 | 0.7 | 0.1 | x | 0.6 | 1.3 | -0.7 | 0.2 | -0.9 | -0.4
eLon inh | 9 | 4 | 9 | -1 | -3 | -3 | -1 | -2 | -2 | -5
PABP1 MLLE inh | 29 | 3 | 6 | -6 | 3 | 0 | 3 | -4 | -4 | 8
Rin1 Abl inh | -1 | 2 | 3 | 0 | 1 | -2 | 2 | 0 | -1 | 3
FAS-TE inh | -2 | 30 | -6 | -9 | -8 | -3 | 16 | -3 | -3 | -6
MT1-MMP act inh | 13 | -1 | -6 | 1 | 4 | 8 | -4 | -2 | 0 | 3
Rpn11 block | i | i | i | i | i | i | i | i | i | i
CSN inh | -2 | 3 | -8 | 3 | 4 | 0 | -5 | 4 | -2 | 1

(next part)
Below each compound: bovine MsrA act, MsrA inh, eLon inh, PABP1 MLLE inh, Rin1 Abl inh, FAS-TE inh, MT1-MMP act inh, Rpn11 block, CSN inh
[41] Cc1ccc(SC[C@H](C)CN2CC[C@H](C(C)(C)C)CCC2=O)cc1
 : -1, 0.9, 8, -2, 0, 24, -3, i, -4
[42] Cn1ncc([N+](=O)[O-])c1C(=O)Nc1ccc(C2CCCCC2)cc1
 : -9, -0.9, -3, 13, 2, 19, -1, i, -16
[43] CCOC(=O)C1=NN(c2ccccc2)C(=O)/C1=C\c1ccc(N(C)C)cc1
 : 0, 3.2, -12, 6, -4, -9, 3, i, 5
[44] FC(F)(F)c1cccc(NC(=S)N2CCN(c3cccc(C(F)(F)F)c3)CC2)c1
 : -7, -0.3, 3, -46, -1, 11, 2, i, -3
[45] COCCCNC(=O)C1CCC(CNS(=O)(=O)c2ccc3c(c2)CC(C)N3C(=O)C2CC2)CC1 (stereo not given)
 : -2, -1.1, -6, -3, -4, -6, -1, i, -5
[46] CC(C)(CNc1ccc(S(=O)(=O)C(F)(F)F)cc1[N+](=O)[O-])N1CCOCC1
 : -6, -0.7, 6, -1, 0, 5, 3, i, -3
[47] CN(C)c1ccc(NC(=O)c2cn(-c3ccccc3)nc2-c2cccs2)cc1
 : -1, 1.3, -7, -6, -1, 20, 10, i, 7
[48] O=C(COC(=O)c1ccc(F)cc1F)Nc1ncccn1
 : -2, -0.6, 1, 16, 3, -3, -2, i, 4
[49] O=C(NCc1ccccc1)c1noc2c1CCCC2
 : -7, -0.5, -5, 6, 5, -5, -11, i, 0
[50] O=C(O)c1ccc2c(c1)C(=O)N(c1ccc([N+](=O)[O-])cn1)C2=O
 : -4, 0.8, 4, 2, -2, -4, 2, i, -5

Retrieved by compound from the entries so far:
Below each compound: bovine MsrA act, MsrA inh, eLon inh, PABP1 MLLE inh, Rin1 Abl inh, FAS-TE inh, MT1-MMP act inh, Rpn11 block, CSN inh
[35] O=C(Cc1cccs1)NCCc1cn2ccccc2n1
 : 0, 0.6, -3, 3, 1, -8, 4, i, 4
[46] CC(C)(CNc1ccc(S(=O)(=O)C(F)(F)F)cc1[N+](=O)[O-])N1CCOCC1
 : -6, -0.7, 6, -1, 0, 5, 3, i, -3

(continued)
Below each compound: bovine MsrA act, MsrA inh, eLon inh, PABP1 MLLE inh, Rin1 Abl inh, FAS-TE inh, MT1-MMP act inh, Rpn11 block, CSN inh
[51] COc1cccc(/C=C2\SC(=S)N(CCC(=O)NCCc3ccc(O)cc3)C2=O)c1
 : 1, 0.3, -6, -2, 0, 33, 3, i, 2
[52] CCc1noc(C)c1C(=O)NNC(=O)COc1ccc(C)cc1
 : -2, -0.3, -9, -4, 1, -8, 2, i, -6
[53] Cc1ccc(C)c(C(=O)CCC(=O)N2CCN(c3cccc(C(F)(F)F)c3)CC2)c1
 : 0, -1.1, -2, -2, 1, 26, 5, i, 1
[54] Cc1nnc(SCc2ccccc2Cl)n(N)c1=O
 : -1, 0.3, 1, 2, 0, 1, -1, i, 2
[55] Cc1ccc(NC(=O)CSc2nc(O)cc(=O)n2C)cc1
 : -3, -0.7, 5, -2, -3, -5, -1, i, 1
[56] COc1ccc(S(=O)(=O)N2CCCC2CNC(=O)c2cccc(OC)c2)cc1 (stereo not given)
 : -3, 1.1, -11, -9, -5, 0, -4, i, -6
